KCNH2 3.1 inh – KCNH2 3.1 (human) potassium channel inhibition. 340,000 tested, 0.95% active. activity change, % (tested at about 1.8 µM). U2OS KCNH2 3.1, thallium flux FluxOr; active compounds read low;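 active = maximum activity change below -70%; inconclusive = maximum activity change from -70% to -50%; inactive = maximum activity change above -50%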;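 also: thallium influx rate constant from kinetic fluorescence after stimulation buffer; % is scaled to controls: 0 for no effect and ±100 for the full control effect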
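Kinetic fluorescence (2 min after stimulation buffer) measures Tl+ influx through KCNH2 3.1 expressed by viral transduction in U2OS cells; the rate constant is normalized against DMSO controls serving as positive and negative references.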
TSHR antagonist – blocks TSH signaling through the human TSH receptor | P16473 | TSHR-expressing cells, TSH-stimulated cAMP HTRF, 2 h; active compounds read low | activity change, negative = inhibition, % at 11.5 µM | 330,000 tested, 0.2% active | AID 504810;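 active = activity change below a set negative limit, meaning inhibition stronger than a set level, cut at about -70% in these data; inconclusive = activity change between two set negative limits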; also: % is scaled to controls: 0 for no effect and ±100 for the full control effect
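Antagonism was scored as loss of TSH-driven cAMP in TSHR cells, stimulated with 4nM TSH (EC80) for 2 hours at 37 deg C and detected by homogeneous HTRF competition immunoassay.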
USP2a block – blocks human ubiquitin-specific protease USP2a; USP2 core, Ub-CHOP2 coupled fluorogenic reporter, 485/531; AID 463254; 330,000 tested, 0.01% active; Potency, µM (series often up to 38.3 µM), for inactives: at the highest dose activity change, negative = inhibition, actives largely listed as inhibitors;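 also: potency is read from the fitted curve at half-maximal effect; plate controls were DMSO wells for no effect and full inhibition by NEM control for full effect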
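USP2 core (10nM final) preincubated 30min RT with compound in 20mM Tris-HCl pH 8.0, 2mM CaCl2, 2mM beta-mercaptoethanol, 0.05% CHAPS; 25nM Ub-CHOP2 plus 25nM reporter substrate added, fluorescence (Ex485/Em531) read after 60min.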
A-T KAP1 phos – potential ataxia-telangiectasia treatments restoring KAP-1 phosphorylation | 320,000 tested, 0.19% active | Potency, µM (series often up to 57.5 µM), for the others: top-dose activation, most hits filed as activators | […] A-T fibroblasts, KAP-1 phosphorylation AlphaLISA; neocarzinostatin DNA damage 30 min before lysis | AID 485349; also: potency is read from the fitted curve at half-maximal effect; % of control where 0% means no effect; nearly all actives have a fitted effect of over 45% in size
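hTERT-immortalized A-T patient fibroblasts ([…]), 500 cells/well in OPTI-MEM, 1% FBS, got compounds for 60 min, then NCS for 30 min at 37C. Lysates were then assayed for phospho-KAP-1 by AlphaLISA (anti-pKAP1 donor, anti-KAP1 acceptor beads), 6 hr at 25C.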
TCR activator – T cell receptor activation | 330,000 tested, under 10 active | primary human leukocytes, anti-CD3, IL-2 HTRF, 48 h | Potency, µM (doses to about 9.22 µM), inactives show at the top dose activation of IL-2 secretion, actives largely listed as activators; also: % of control where 0% means no effect
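Primary human leukocytes were stimulated with a-CD3 beads plus compounds for 48 hr without co-stimulation; secreted IL-2 was quantified by HTRF using a-IL-2-K (europium cryptate) and a-IL-2-d2, excited at 320nm with acceptor emission read at 665nm.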
Eya2 inh – blocks the phosphatase activity of human Eya2. recombinant Eya2, OMFP fluorescence dephosphorylation (OMFP is methylfluorescein phosphate). O00167. AID 488837. 330,000 tested, 0.006% active. Potency, µM (top dose mostly 76.9 µM), for inactives: at the highest dose activity, negative = inhibition, usual class: inhibitors; also: potency is read from the fitted curve at half-maximal effect; % is scaled to controls: 0 for no effect and ±100 for the full control effect
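Eya2 (0.2 uM) preincubated 10 min at ambient with compound, then OMFP substrate added at 50 uM; 10 min reaction in 50 mM HEPES pH 7.5, 50 mM NaCl, 5 uM MgCl2, 0.05% BSA, 1 mM DTT. Fluorescence read at Ex 485/Em 525 nm.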
ELG1 repair inh – inhibitors of ELG1-dependent DNA repair in HEK293T cells; HEK293T ELG1-luciferase reporter, luminescence, 16 h; DNA damage induced by 5-fluorouridine; Potency, µM (top dose mostly 46.1 µM), without a hit: at the top dose activity change, negative = inhibition, most hits filed as inhibitors; 330,000 tested, 2.3% active; AID 504467; also: potency is read from the fitted curve at half-maximal effect; % is scaled to controls: 0 for no effect and ±100 for the full control effect; nearly all actives have a fitted effect of over 55% in size
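DMSO vehicle served as the neutral condition. Each well held 2,000 cells given 5-fluorouridine plus compound; after 16 hr at 37 °C/5% CO2, ONE-Glo was added and luciferase measured 30 min later.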
TRPV1 ag – human TRPV1 agonism; Q8NER1; TRPV1-expressing cells, Fluo-8 calcium influx, agonist mode; activation, % at 8.33 µM; 320,000 tested, 0.19% active; in the data active = activation above about 80%; inconclusive = between about 30% and that limit; also: 0% is about no effect
Target sequence (Q8NER1 whole entry, looked up): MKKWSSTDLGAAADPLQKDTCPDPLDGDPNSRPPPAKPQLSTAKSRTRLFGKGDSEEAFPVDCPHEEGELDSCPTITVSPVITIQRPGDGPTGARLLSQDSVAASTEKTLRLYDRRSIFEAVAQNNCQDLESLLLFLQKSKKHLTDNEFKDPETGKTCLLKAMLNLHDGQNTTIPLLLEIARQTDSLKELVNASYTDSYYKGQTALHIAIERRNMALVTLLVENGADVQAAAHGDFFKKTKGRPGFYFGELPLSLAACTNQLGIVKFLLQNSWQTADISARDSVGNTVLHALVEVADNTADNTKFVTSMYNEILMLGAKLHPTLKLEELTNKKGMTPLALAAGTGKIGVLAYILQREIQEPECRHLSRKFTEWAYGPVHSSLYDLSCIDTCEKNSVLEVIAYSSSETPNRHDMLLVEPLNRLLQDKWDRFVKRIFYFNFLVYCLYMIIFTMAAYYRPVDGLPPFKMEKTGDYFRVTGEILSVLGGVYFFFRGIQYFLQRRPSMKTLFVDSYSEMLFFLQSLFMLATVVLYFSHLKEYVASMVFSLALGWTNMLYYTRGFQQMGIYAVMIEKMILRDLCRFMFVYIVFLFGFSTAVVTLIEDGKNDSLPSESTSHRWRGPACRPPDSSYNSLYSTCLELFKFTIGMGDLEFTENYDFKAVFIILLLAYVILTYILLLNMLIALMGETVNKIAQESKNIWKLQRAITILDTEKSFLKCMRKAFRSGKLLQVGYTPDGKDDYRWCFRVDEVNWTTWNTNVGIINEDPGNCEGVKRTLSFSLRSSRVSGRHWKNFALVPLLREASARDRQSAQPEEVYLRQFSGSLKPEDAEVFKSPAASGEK
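TRPV1-expressing cells were cultured overnight at 35.5C and loaded with Fluo-8 calcium dye for 40 to 90 min at room temperature. After a 10 s baseline, compound was added and calcium influx was read kinetically for 3 min (ex 480/em 520 nm).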
KCNH2 WT inh – KCNH2 (human, wildtype) channel inhibition | Q12809 | U2OS, BacMam KCNH2, thallium flux FluxOr; active compounds read low | activity change, % at 1.84 µM | 340,000 tested, 0.37% active;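 active = maximum activity change below -70%; inconclusive = maximum activity change between -70% and -50%; inactive = maximum activity change above -50%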; also: % is scaled to controls: 0 for no effect and ±100 for the full control effect
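U2OS cells were transduced with wild-type KCNH2 virus (2.03 x 10^8 / mL) for 4 h at room temperature, then cultured overnight at 37 C. Thallium flux was read with FluxOr dye. Rate constants were normalized to DMSO controls.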
Mito fusion act – mitochondrial division inhibition or fusion activation | S. cerevisiae fusion-defective mutant growth rescue, CellTiterGlo 48 h | Potency, µM (top dose mostly 46.1 µM), without a hit: at the highest dose growth rescue (activation), actives largely listed as activators | 320,000 tested, 0.23% active;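 also: potency is read from the fitted curve at half-maximal effect; % of control where 0% means no effect; nearly all actives have a fitted effect of over 45% in size; temperature-sensitive fusion mutants such as fzo1-1 at 37 °C on non-fermentable ethanol glycerol medium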
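Temperature-sensitive fusion-defective S. cerevisiae (e.g. fzo1-1, mgm1-5) were grown with compound in YPEG medium (3% ethanol, 3% glycerol) for 48 hours at 37C. Growth rescue was measured as viability by CellTiterGlo luminescence after 10 minutes at ambient.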
* = called active by the depositor; ? = inconclusive; . = no result given; [ ] = remark or other dose. Unless noted, calls follow the shape of the dose curve; as a rule, active = well fitted curve in the direction sought with a large enough effect; inconclusive = small, poorly fitted or top-dose-only effect, or another doubt; inactive = no such curve, though single readings can be large; an effect the other way counts as inactive or inconclusive. Only part of the results is shown. The share of hits here may be higher or lower than overall.

SMILES	KCNH2 3.1 inh	TSHR antagonist	USP2a block	A-T KAP1 phos	TCR activator	Eya2 inh	ELG1 repair inh	TRPV1 ag	KCNH2 WT inh	Mito fusion act
Cc1nn(-c2cc(N(S(C)(=O)=O)S(C)(=O)=O)c(Cl)cc2Cl)c(=O)n1C	20	-3	1%	1%	-6%[46.1 µM]	2%	-5%	0	-8	2%
CCOC(=O)C1(Cc2ccccc2)CCN(Cc2nccn2CC)CC1	5	0	3%	1%	-81%	11%	0%	6	-25	-8%
COc1ccc(CN(C)C(c2ccccc2)c2nnnn2-c2ccccc2C)c(OC)c1C (stereo not drawn)	-20	-16	0%	-5%	2%	-13%	1%	11	-11	1%
CCC(=O)N(Cc1ccco1)C1CC(=O)N(c2ccccc2)C1=O (stereo not drawn)	5	-7	3%	0%	-5%[46.1 µM]	-1%	3%	0	-4	-4%
Cc1cc(Nc2ccc3c(c2)OCCO3)c2cccc(C)c2n1	-1	-2	-2%	8%	4%[46.1 µM]	-5%	-4%	-1	-5	1%
CCOc1ccc2nc(NC(=O)COc3ccc(N(C)S(=O)(=O)c4ccc(C)cc4)cc3)sc2c1	-40	25	8%	4%	1%	7%	?	-1	-2	-24%
CCCCP(=O)(CCCC)Cc1ccccc1O	-19	-6	0%	1%	5%	-21%	7%	0	2	-2%
O=c1nc(-c2ccccc2)c2cc(Br)ccc2[nH]1	1	-1	-1%	1%	0%	8%	-1%	0	0	1%
Cc1ccc(Cl)cc1N1CCN(C(=O)c2ccc(CN3CCOCC3)cc2)CC1	-7	8	-3%	-2%	-3%	-21%	?	13	5	-2%
COc1ccc(OC)c(N2C(=O)CC(NNC(=O)c3ccc4c(c3)OCO4)C2=O)c1 (stereo not drawn)	10	-1	1%	14%	7%	-29%	1%	.	-1	.
O=C(O)c1cc(Cl)ccc1-c1ccc(/C=C/c2cc(C(F)(F)F)[nH]c(=O)n2)o1	8	6	?	5%	2%	?	5%	25	-9	-2%
COc1cc(-c2cc(C(=O)OCC(=O)NC3CC3)c3ccccc3n2)cc(OC)c1OC	11	-20	-2%	11%	0%	6%	12µM*	.	-1	.
CCN1CCN(C(=O)CCc2nc3ccccc3n2-c2ccccc2)CC1	-1	7	1%	-5%	7%[46.1 µM]	5%	-1%	8	1	-4%
CN(C)CCN(C(=O)c1ccc(Br)s1)c1nc2cc3c(cc2s1)OCCO3	12	2	3%	11%	-2%	14%	?	-4	6	0%
CC1=C(C(=O)Nc2ccccc2C)C(c2ccc(C)o2)C2=C(CCCC2=O)N1 (stereo not drawn)	-18	-7	0%	3%	9%	26%	2%	0	4	1%

5 of the compounds above, with values under each structure:
Values run as follows: KCNH2 3.1 inh	TSHR antagonist	USP2a block	A-T KAP1 phos	TCR activator	Eya2 inh	ELG1 repair inh	TRPV1 ag	KCNH2 WT inh	Mito fusion act
> CCN1CCN(C(=O)CCc2nc3ccccc3n2-c2ccccc2)CC1
    -1	7	1%	-5%	7%[46.1 µM]	5%	-1%	8	1	-4%
> Cc1ccc(Cl)cc1N1CCN(C(=O)c2ccc(CN3CCOCC3)cc2)CC1
    -7	8	-3%	-2%	-3%	-21%	?	13	5	-2%
> CCCCP(=O)(CCCC)Cc1ccccc1O
    -19	-6	0%	1%	5%	-21%	7%	0	2	-2%
> Cc1nn(-c2cc(N(S(C)(=O)=O)S(C)(=O)=O)c(Cl)cc2Cl)c(=O)n1C
    20	-3	1%	1%	-6%[46.1 µM]	2%	-5%	0	-8	2%
> CCC(=O)N(Cc1ccco1)C1CC(=O)N(c2ccccc2)C1=O (stereo not drawn)
    5	-7	3%	0%	-5%[46.1 µM]	-1%	3%	0	-4	-4%

The listing continues:
SMILES	KCNH2 3.1 inh	TSHR antagonist	USP2a block	A-T KAP1 phos	TCR activator	Eya2 inh	ELG1 repair inh	TRPV1 ag	KCNH2 WT inh	Mito fusion act
COc1cc(CO)cc(Br)c1OCC(=O)O	2	-2	4%	12%	2%	15%	-5%	-2	-4	2%
CCOc1ccccc1C(=O)NCC(=O)OCc1csc(CC(=O)Nc2ccc(C)cc2)n1	-1	9	2%	4%	6%	7%	3%	21	-13	2%
CCOC(=O)c1cccc(NC(=O)C2CCCN(c3nnc(N4CCCC4=O)s3)C2)c1 (stereo not drawn)	24	12	6%	3%	2%	17%	-28%	10	10	-1%
COC(=O)C(CC(C)C)NC(=O)c1ccc([N+](=O)[O-])c(C)c1 (stereo not drawn)	-20	6	1%	2%	-2%	15%	-2%	21	-3	2%
CC1CCCN(c2ccc(C(=O)NCc3ccccc3)cn2)C1 (stereo not drawn)	-5	5	3%	-5%	4%	-12%	?	?	-9	6%
Cc1cc(C)n(S(=O)(=O)c2cccc(Cl)c2Cl)n1	2	-12	-1%	12%	-1%	-13%	2%	0	-16	11%
O=C1Nc2c(c(=O)[nH]c(=O)n2Cc2ccccc2)C1(NS(=O)(=O)c1ccccc1)C(F)(F)F (stereo not drawn)	?	-9	4%	0%	-5%	1%	-1%	1	-14	0%
CC(=O)Nc1ccc(/C=N/NC(=O)c2cc3ccccc3nc2C)cc1	1	5	2%	4%	-9%[46.1 µM]	12%	?	-4	15	0%
Cc1cccc(C)c1NC(=O)NC1(C(=O)N2CCCC2)CCCCC1	-2	-5	2%	-1%	-3%	-3%	-13%	2	-4	0%
Cc1ccc(S(=O)(=O)Nc2nc3ccccc3nc2NCc2ccco2)cc1C	13	1	0%	0%	-12%	14%	?	-4	-2	4%
CC(C)(CO)C(O)C(=O)NCCC#N (stereo not drawn)	4	16	-4%	10%	-1%	?	7%	2	7	-2%
CN(C)c1ccccc1C(=O)N1CCCC(Nc2ccc(F)cc2)C1 (stereo not drawn)	6	3	1%	-5%	-2%	-9%	-2%	?	7	5%
CCCCCc1cc(=O)oc2c(C(CCN(CC)CC)c3ccc(N(C)C)cc3)c(OC)cc(OC)c12 (stereo not drawn)	-23	14	0%	36%	-1%	-9%	2%	6	0	-26%
COc1ccc2nc(N3C(=O)C(O)=C(C(=O)c4ccco4)C3c3ccccc3OC)sc2c1 (stereo not drawn)	-5	-6	1%	-4%	5%	2%	-3%	0	25	0%
CCC(=O)N1CCc2cc(S(=O)(=O)CCC(=O)NCc3cccc(OC)c3)ccc21	-20	-6	-1%	8%	-9%	-3%	-6%	1	-14	3%
CC1CCN(CC(=O)Nc2ccc(S(=O)(=O)N3C(C)CCCC3C)cc2)CC1 (stereo not drawn)	-31	-9	1%	-7%	8%	0%	-14%	10	14	-6%
Cc1nn(-c2ccc(Br)cc2)c(=O)c2ccccc12	3	-29	2%	15%	-5%	-4%	?	-9	-1	8%
CCCCCCC1CC(=O)NC(=O)N1 (stereo not drawn)	0	9	1%	5%	0%	3%	1%	.	3	5%
Cn1c(NCc2ccco2)nc2c1c(=O)n(Cc1ccc(Br)cc1)c(=O)n2C	1	-15	2%	-1%	-1%	8%	18µM*	?	4	9%
CC1(C)CC(=O)N(c2ccc(Cl)c(Cl)c2)C(=O)C1	-6	1	0%	-4%	0%	2%	-11%	4	-2	20%
Cc1ccsc1/C=N/NC(=O)Cn1cnc2ccccc21	-1	10	3%	-5%	-2%	5%	0%	11	25	-2%
O=C(CCc1ccccc1)Nc1ccccc1[N+](=O)[O-]	-7	1	1%	-7%	1%[46.1 µM]	-12%	?	9	-32	2%
CCC(=O)N1CC2(C)CN(C(=O)CC)CC(C)(C1)C2	13	-2	2%	20%	-5%	8%	-1%	.	2	-2%
CC(=O)Nc1ccc(S(=O)(=O)Nc2cc(C)cn(Cc3ccc(C)cc3)c2=O)cc1	-2	-15	0%	0%	-1%	11%	-9%	1	-26	2%
CCc1ccc(C(=O)NNc2ccc(F)cc2)cc1	2	14	0%	0%	1%	-19%	7%	4	-3	5%

One compound at a time, from the list above. Screens in order: KCNH2 3.1 inh | TSHR antagonist | USP2a block | A-T KAP1 phos | TCR activator | Eya2 inh | ELG1 repair inh | TRPV1 ag | KCNH2 WT inh | Mito fusion act
O=C(CCc1ccccc1)Nc1ccccc1[N+](=O)[O-] as listed: -7 | 1 | 1% | -7% | 1%[46.1 µM] | -12% | ? | 9 | -32 | 2%
Cc1nn(-c2ccc(Br)cc2)c(=O)c2ccccc12 as listed: 3 | -29 | 2% | 15% | -5% | -4% | ? | -9 | -1 | 8%

Source: PubChem BioAssay
